NF-kB neuron act = NF-kB expression increase, human neuronal cells | NF-kB reporter expression; hits give high values | fold change at 12.5 µM | 190,000 compounds, 1.6% hits; in the data active = fold change above about 3.3
STAT1 activator = activators of IFN-gamma induced STAT1 signaling; NIH 3T3 STAT1-luciferase reporter, luminescence; 100% = IFN-gamma alone, no compound; activation (% of control), % at 5.5 µM; 200,000 compounds, 2.6% hits;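 active = activation above the screen-wide mean activation plus 3 SD, cut at about 130% in these data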;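 note: raw ratio to IFN-gamma control signal so 100% means no change and 0% no light; values of inactives mirror those of a sister screen read the other way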
Efa HMGR inh = E. faecalis class II HMG-CoA reductase inhibition; inhibition, % at 10 µM; purified E. faecalis HMGR, NADPH absorbance 340 nm kinetic; AID 1066; 190,000 compounds, 0.41% hits;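 active = inhibition above a set limit, the median over all tested compounds plus 3 SD, cut at about 9.5% in these data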;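 note: enzyme runs in reverse so mevalonate oxidation gives rising NADPH absorbance; 0% = complete reaction with DMSO and 100% = background rate lacking mevalonate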
APP transl inh = APP translation inhibition; AID 1285; 190,000 compounds, 0.82% hits; inhibition, % at 2 µM; SH-SY5Y APP 5'UTR-luciferase reporter, luminescence;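 active = inhibition above a set limit, derived from the sample mean plus 3 SD, cut at about 45% in these data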; note: values of inactives mirror those of a sister screen read the other way
Redox H2O2 prof = compounds producing H2O2 with reducing agent – biochemical, NIH compound library profiling, artefact control for MLSCN library redox annotation, primary screen; DTT-dependent redox cycling H2O2, phenol red/HRP absorbance; 100% = 100 µM peroxide control, 0% = buffer; activation, % at 10 µM; 200,000 compounds, 0.03% hits; AID 878;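 active = activation of at least 50% relative to the plate's high and low controls in the primary single-dose screen; inactive = activation below 50%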;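 note: compound incubated with DTT at 0.8 mM final as the reducing agent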
G6PDH CS = L. mesenteroides G6PDH inhibition counter-screen | Purified L. mesenteroides G6PDH, diaphorase/resazurin coupled fluorescence, 45 min | inhibition, % at 5 µM | 200,000 compounds, 0.12% hits; in the data active = inhibition above about 50%
FLuc stim CS = affects firefly luciferase, flagging false hits in luciferase stimulation screens | activation factor at 10 µM | P08659 | 200,000 tested, under 10 active | ATPlite luciferase biochemical, luminescence, 10 min; 0 = ATP-free wells, 1 = DMSO control;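 active = luciferase activation factor, scaled between plate controls, of at least 2 with compound at 10 µM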
Target sequence (P08659 whole entry, looked up): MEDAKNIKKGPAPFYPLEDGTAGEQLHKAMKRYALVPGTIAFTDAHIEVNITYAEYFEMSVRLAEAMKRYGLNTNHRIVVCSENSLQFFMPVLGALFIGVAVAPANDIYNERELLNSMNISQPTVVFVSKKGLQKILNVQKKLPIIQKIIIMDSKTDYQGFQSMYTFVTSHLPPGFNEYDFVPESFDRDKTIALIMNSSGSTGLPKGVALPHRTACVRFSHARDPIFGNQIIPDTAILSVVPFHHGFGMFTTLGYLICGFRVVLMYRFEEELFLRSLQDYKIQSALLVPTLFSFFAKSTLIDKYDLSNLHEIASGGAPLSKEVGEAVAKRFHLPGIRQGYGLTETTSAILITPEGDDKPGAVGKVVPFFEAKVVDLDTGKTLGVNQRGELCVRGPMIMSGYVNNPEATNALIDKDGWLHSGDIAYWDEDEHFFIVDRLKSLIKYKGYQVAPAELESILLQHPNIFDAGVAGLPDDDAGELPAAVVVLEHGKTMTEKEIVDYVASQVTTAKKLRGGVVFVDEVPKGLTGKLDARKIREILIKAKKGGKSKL
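Assay system: Luciferase/luciferin detection reagent, cell-free biochemical luciferase assay / Also added: ATP substrate / Schedule: 10 min at ambient temperature / Measured by: luminescence measurement of luciferase light output / Benchmarks: low control with PBS replacing ATP, high control enzyme plus ATP without compound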
Hsp70 act = transcriptional activators of Hsp70 | AID 1203 | activation, % at 10 µM | 200,000 compounds, 0.04% hits | HeLa Hsp70 promoter luciferase reporter, luminescence; scaled: vehicle 0, proteasome-inhibitor control 100%;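 active = activation above the mean across all tested compounds plus 3 SD, cutoff set per campaign, cut at about 5.5% in these data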;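 note: 100% = MG132 at 30 µM as the positive control and 0% = DMSO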
APP 5'UTR act = APP 5'UTR luciferase reporter activation; SH-SY5Y APP 5'UTR luciferase reporter, luminescence; zero percent = DMSO vehicle wells; activation, % at 2 µM; 190,000 compounds, 1% hits;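 active = activation above a set limit, based on mean plus 3 SD of controls, cut at about 140% in these data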; note: values of inactives mirror those of a sister screen read the other way
FLuc inhib CS = inhibits firefly luciferase, flagging false hits in luciferase inhibition screens | ATPLite firefly luciferase biochemical luminescence, 10 min | inhibition, % at 10 µM | P08659 | 200,000 compounds, 1.5% hits;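 active = inhibition above about 50% when tested at 10 µM, limit read from the data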
Starred values were filed as active, the others as inactive; . = not tested or not shown.

SMILES	NF-kB neuron act	STAT1 activator	Efa HMGR inh	APP transl inh	Redox H2O2 prof	G6PDH CS	FLuc stim CS	Hsp70 act	APP 5'UTR act	FLuc inhib CS
COc1ccc(C2=NOC(C(=O)N3CCOCC3)C2)cc1OC (stereo unspecified)	1.1	107	-3	-4	-3.7	6	1	-0.4	4	1
Cc1cccc(Nc2c([N+](=O)[O-])c(=O)n(C)c3ccccc23)c1	1.1	96	-3	-7	-0.6	-12	1	-0.1	7	-2
CCOC(=O)Nc1ccc([N+](=O)[O-])cc1OC	.	97	.	7	-0.5	.	.	-0.1	-7	.
Cc1ccc(S(=O)(=O)NCC(=O)N(CC(=O)NCC2CCCO2)Cc2ccccc2)cc1 (stereo unspecified)	1.7	89	-6	-6	1.6	3	1.1	0.1	6	-6
Cn1nc(C(F)(F)F)c(CN2CC(C)(C)C2=O)c1N1CCOCC1	1.1	104	-9	-2	-1.4	7	1	0.2	3	-3
Cc1ccc2[nH]c(=O)c(CN(CCCN(C)C)C(=O)Nc3ccc(Cl)cc3)cc2c1	1.2	100	-2	-3	0.0	-1	1	-0.1	3	-1
CCCCNCC(=O)Nc1sc(C)c(C)c1C(=O)OCC	1.2	94	-4	3	2.7	4	1.1	0.1	-3	-6
CCCCN1C(=O)/C(=c2\sc3nc(=O)c(-c4ccccc4)nn3c2=O)c2ccccc21	1	97	-1	-6	2.1	7	1.1	-0.4	6	-9
O=S(=O)(c1cccc(NC(=S)N2CCN(c3ccc(F)cc3)CC2)c1)C(F)F	1.2	83	-8	-10	0.0	-8	1	-0.5	10	-2
COc1cc(S(=O)(=O)NCCc2ccc3c(c2)OCO3)ccc1-n1cnnn1	1.1	101	-9	6	1.0	11	1	-0.5	-6	0
COc1ccc(-c2nnc(NC(=O)CSc3ccc(Cl)cc3)s2)cc1OC	0.95	107	-4	-16	-0.1	0	1	-0.2	16	-4
Cc1ccccc1OCC(=O)NCCC1=CCCCC1	2	98	-1	-14	-0.2	9	1	-0.2	14	1
Cc1ccc(OCc2cnc(Cl)s2)c(C)c1	1.1	137*	4	-43	0.1	13	0.8	-0.1	43	21
CCC(C)N(C)C1CCN(C(=S)Nc2cccc(OC)c2)CC1 (stereo unspecified)	1.2	105	1	2	0.0	3	1.1	0.0	-1	-12
Cn1c(SCC(=O)Nc2nccs2)nnc1-c1ccc(S(=O)(=O)N2CCCC2)cc1	0.93	98	-4	5	1.4	-2	1.1	0.7	-5	-5
O=C(NCc1n[nH]c(=S)n1Cc1ccccc1)c1ccc(Cl)cc1Cl	1	99	-2	13	-1.6	-1	1	-0.2	-13	-4
CCSc1ccccc1C(=O)Nc1cc(OC)c(OC)c(OC)c1	0.89	95	-3	-14	-0.5	1	1.1	-0.3	14	-6
CCC1Oc2ccc(C)cc2N(CC(=O)N2CCN(c3ccc(F)cc3)CC2)C1=O (stereo unspecified)	1.3	105	-1	0	-2.6	-34	1.1	-0.3	0	-6
N#Cc1ccc(C(=O)Nc2nc(SCc3ccc(Cl)cc3)n[nH]2)cc1	1.2	100	-5	-4	-0.6	1	1	0.0	4	1
O=C(Cc1ccccc1F)OCC(=O)N1CCc2ccccc21	1.5	102	1	-23	-1.6	5	0.8	1.2	23	19
COc1ccc2c(c1)C1NC(=S)N[C@@](C)(O2)C1C(=O)Nc1ccccc1 (stereo partly specified)	0.99	99	-2	2	-4.7	-3	1.1	-0.3	-1	-6
O=C(Nc1ccc(F)cc1)c1ccc(-n2cncn2)c([N+](=O)[O-])c1	1	100	-2	-6	-0.6	-4	1	-0.3	6	-4
Cc1ccc(Nc2cc(C)nn2-c2nc(C)cc(=O)[nH]2)cc1	0.14	232*	-6	92*	0.0	18	1.1	90*	-92	-5
O=C(Cc1cccs1)Nc1nnc(Cc2ccccc2)s1	1.2	99	2	-8	-0.1	1	1	-0.3	8	-3
Cc1ccc(C2=CC(c3cccs3)n3nnnc3N2)cc1 (stereo unspecified)	1.9	95	-1	-17	2.1	1	1	0.0	17	1
COc1ccc(C2C=C(c3ccccc3)Nc3ncnn32)cc1 (stereo unspecified)	0.96	95	-1	6	2.0	10	1.1	-0.1	-6	-7
O=C(Nc1nnc(COc2ccc(F)cc2)s1)c1cccs1	1.4	104	-3	11	2.1	-14	1.1	-0.1	-11	-6
COC(=O)C1CC(O)CN1C(=O)Nc1ccccc1 (stereo unspecified)	1	100	-2	-2	-2.0	4	1	-0.2	2	-1
COc1ccccc1CSc1ncc(-c2ccc([N+](=O)[O-])cc2)[nH]1	1.2	110	-7	10	0.2	3	1.1	-0.3	-10	-6
CC(=O)Nc1ccc(C(=O)Nc2ccc3c(c2)OCO3)cc1	1.6	108	-5	-9	1.4	5	1	0.4	9	-2
COc1ccc(NC(=O)CCCc2c[nH]c3ccccc23)cc1OC	1.2	110	-1	15	-0.5	-6	1.1	-0.1	-15	-6
CC(=O)Nc1nnc(SCc2ccc(C(=O)Nc3ccccc3F)cc2)s1	0.98	102	1	0	-1.3	5	1.1	-0.3	0	-6
COc1ccc(Nc2nc(N)nc(COc3ccc(OC)cc3)n2)cc1	1.2	109	-3	-8	1.7	-5	1	-0.2	8	3
COCCCNC(=S)N(Cc1ccccc1)Cc1ccccc1	1	102	0	-5	-0.7	-1	1	-0.3	5	-4
CNC(=O)c1cc2c(s1)-c1ccccc1CC2	2	144*	-4	-18	-0.8	15	1	-0.2	18	4
O=C(COC(=O)c1ccco1)NC(c1ccccc1)c1ccccc1	0.98	95	-1	-19	-0.7	5	1	-0.4	19	-3
CC(=O)N1CCc2cc(S(=O)(=O)CCC(=O)N3CCN(c4ccccn4)CC3)ccc21	1.1	102	0	-1	0.7	11	1	-0.1	1	-3
CCC(=O)N1CCc2cc(Br)cc(S(=O)(=O)C3(C(=O)OC)CC3)c21	0.88	102	-8	-8	0.5	-1	1	-0.1	8	-5
O=C(Nn1c(C2CCC2)nc2ccccc2c1=O)C1CCC1	1.1	99	3	3	0.5	1	1	-0.2	-3	-3
CCOC(=O)Cn1nc(-c2ccc(F)cc2)oc1=O	1.2	101	0	-9	0.3	0	1	0.1	9	0
C[C@H](NC(=O)c1ccc(Cl)cc1)C(=O)NCCc1ccc(S(N)(=O)=O)cc1	1.2	98	-2	0	-0.9	0	1.1	-0.3	0	-7
Cc1c(C(=O)O)cccc1-n1c(C)cc(/C=C(/C#N)C(=O)NCc2ccccc2)c1C	1.3	103	-9	2	-0.2	5	1	0.2	-2	3
C/C(CCC(C)C)=N\NC(=O)COc1ccccc1-c1ccccc1	1.3	100	-2	94*	-0.2	8	1	-0.1	-94	-4
COc1cc(C(=O)NCc2ccco2)cc(OC)c1OC	1.2	96	4	-12	2.8	2	0.9	-0.4	12	5
O=C(COC(=O)CN=C1NS(=O)(=O)c2ccccc21)Nc1ccccc1OC(F)F	1.3	96	0	6	-1.9	1	1.1	-0.1	-6	-6
COc1ccccc1CN1C(=S)SC(C)(C)C1NO (stereo unspecified)	1	96	-1	-5	0.8	-17	1.1	-0.2	5	-5
Cc1ccccc1C(=O)c1c[nH]c(C(=O)NCCc2ccccn2)c1	1.1	101	0	-8	-1.9	8	1	-0.3	8	-5
Cc1n[nH]c(=O)nc1NCc1ccc(Cl)cc1	0.89	100	-3	-6	1.9	1	1	0.0	6	-2
COc1ccc(CC(=O)Nc2ccc3nc(C)sc3c2)cc1OC	1.1	102	-1	8	0.3	-7	1	-0.3	-8	1
Brc1ccc(OCCOCCN2CCOCC2)cc1	1.2	97	-2	6	-0.6	6	1.1	-0.4	-6	-10
Cc1ccc(C(=O)NCCCNCCCNC(=O)c2ccc(C)nc2)cn1	0.96	103	1	0	0.3	11	1	-0.3	0	2
Cc1ccc(-n2c(=O)c(C#N)cc3c(=O)n4cccc(C)c4nc32)cc1	1.2	98	3	4	0.2	3	1	-0.1	-4	-1
CCc1c(C)nc(SCC(=O)N2CCN(c3ccccc3OC)CC2)[nH]c1=O	1	104	-8	-5	0.2	1	1	-0.1	5	-4
O=C(Cc1ccc(Br)cc1)Nc1ccc(Cl)cc1	.	107	-2	-17	-1.3	2	1	0.0	17	-1
C=C(C)CNC(=S)N1CCNC(=O)C1CC(=O)OC (stereo unspecified)	0.96	90	2	-7	0.2	5	1.1	-0.6	7	-8
Cc1ccc(NC(=O)c2cnccn2)cc1	2.1	134*	-2	-43	-0.4	-5	0.7	0.1	43	26
O=C(NCCc1ccc(Cl)cc1)C1CCN(S(=O)(=O)N2CCCCC2)CC1	0.92	102	0	3	0.8	2	1.1	-0.1	-3	-8
CCC(=O)NCCNc1nc2cc(C)c(C)cc2cc1C#N	1.1	103	-5	-5	-3.8	4	1	-0.2	5	-4
COc1ccc(C(=O)CSc2nnc(NC(=O)C3CC(=O)N(c4ccccc4C)C3)s2)cc1 (stereo unspecified)	0.91	104	-5	3	0.5	-14	1.1	-0.3	-3	-5
O=C(NCCCN1CCN(c2cccc(Cl)c2)CC1)C1(S(=O)(=O)c2ccc(Cl)cc2)CC1	0.46	88	3	-9	-3.5	14	1.1	0.2	9	-10

Entries of single compounds from above:
CC(=O)Nc1nnc(SCc2ccc(C(=O)Nc3ccccc3F)cc2)s1 is listed with NF-kB neuron act = 0.98; STAT1 activator = 102; Efa HMGR inh = 1; APP transl inh = 0; Redox H2O2 prof = -1.3; G6PDH CS = 5; FLuc stim CS = 1.1; Hsp70 act = -0.3; APP 5'UTR act = 0; FLuc inhib CS = -6
Cc1ccc(OCc2cnc(Cl)s2)c(C)c1 is listed with NF-kB neuron act = 1.1; STAT1 activator = 137*; Efa HMGR inh = 4; APP transl inh = -43; Redox H2O2 prof = 0.1; G6PDH CS = 13; FLuc stim CS = 0.8; Hsp70 act = -0.1; APP 5'UTR act = 43; FLuc inhib CS = 21
O=C(COC(=O)c1ccco1)NC(c1ccccc1)c1ccccc1 is listed with NF-kB neuron act = 0.98; STAT1 activator = 95; Efa HMGR inh = -1; APP transl inh = -19; Redox H2O2 prof = -0.7; G6PDH CS = 5; FLuc stim CS = 1; Hsp70 act = -0.4; APP 5'UTR act = 19; FLuc inhib CS = -3

Later entries:
SMILES	NF-kB neuron act	STAT1 activator	Efa HMGR inh	APP transl inh	Redox H2O2 prof	G6PDH CS	FLuc stim CS	Hsp70 act	APP 5'UTR act	FLuc inhib CS
N#C/C(=C\c1cccs1)C(=O)Nc1nccs1	4.1*	207*	-2	-54	-0.9	6	0.3	-0.1	54	75*
C=CCNC(=O)/C(C#N)=C/c1cn(-c2ccccc2)nc1-c1cccs1	0.85	101	-3	0	0.0	-22	1	-0.4	0	-2
CCCC(=O)N=C1SC2CS(=O)(=O)CC2N1c1ccc(CC)cc1 (stereo unspecified)	1.2	103	-5	-13	0.1	6	1.1	-0.1	13	-6
CCOC(=O)C1CCN(c2ncnc3c2cnn3-c2ccc(OC)cc2)CC1	1.1	112	-6	-19	-0.5	7	1.1	-0.3	19	-6
Cc1ccc(NC(=O)C2C(=O)N(CCO)C3(C)CC2c2ccccc2O3)cc1 (stereo unspecified)	0.58	104	0	-28	0.7	6	1.1	-0.2	28	-8
CCC(C)(C)NC(=O)CN(Cc1ccc2c(c1)OCO2)C(=O)CCC(=O)Nc1ccccn1	1.1	102	-2	4	0.1	7	1	0.5	-4	-4
CCCN1C/C(=C/c2cccc([N+](=O)[O-])c2)C(=O)/C(=C/c2cccc([N+](=O)[O-])c2)C1	1.1	94	-3	-4	-1.1	5	1.1	0.1	4	-7
C/C(CC(=O)Nc1cc(C)ccn1)=N\NC(=O)c1ccccc1C	1.1	108	-3	3	0.0	18	1	-0.1	-3	-4
